All columns: NCI-60 one-dose screen, growth in % after 48 h at 10 µM unless noted; 100 = growth as untreated, 0 = no growth, -100 = all killed.
HCT-116 = HCT-116 colon cancer; AID 1794798; 82,000 tested, 7.3% active
SF-268 = SF-268 CNS cancer cells. AID 1794759. 82,000 tested, 3.1% active
HCT-15 = HCT-15 colon cancer; AID 1794746; 82,000 tested, 5.2% active
HCC-2998 = HCC-2998 colon cancer | AID 1794799 | 79,000 tested, 4.7% active
KM12 = KM12 colon cancer cells | 82,000 tested, 5% active | AID 1794800
SW-620 = SW-620 colon cancer. 82,000 tested, 5.2% active. AID 1794795
SNB-75 = SNB-75 CNS cancer | 79,000 tested, 5% active
SNB-19 = SNB-19 CNS cancer cells. 81,000 tested, 2.5% active
HT29 = HT29 colon cancer; 81,000 tested, 7.4% active
* hit, by the source's call; . = not tested or not shown; & = joins results of further samples. How the source made its calls: active means growth percent below 10; inactive means the rest.

Start of the data: the first 16 compounds, ahead of the listing:
SMILES	HCT-116	SF-268	HCT-15	HCC-2998	KM12	SW-620	SNB-75	SNB-19	HT29
CSCCC(NC(=O)C(CCCCN)NC(=O)C(Cc1c[nH]c2ccccc12)NC(=O)C(CCCCN)NC(=O)C(CCCCN)NC(=O)C(CC(C)C)NC(=O)C(CC(C)C)NC(=O)C(CCCCN)NC(=O)C(Cc1c[nH]c2ccccc12)NC(=O)C(CC(C)C)NC(=O)C(CC(=O)O)NC(=O)C(CO)NC(=O)C(Cc1ccccc1)NC(=O)C(NC(=O)C(CCC(=O)O)NC(=O)C(CCC(N)=O)NC(=O)C(CO)NC(=O)C(CC(C)C)NC(=O)C1CCCN1C(=O)C1CCCN1)C(C)O)C(=O)NC(CCCNC(=N)N)C(=O)NC(CCCNC(=N)N)C(=O)NC(CC(N)=O)C(=O)NC(CCC(N)=O)C(=O)NC(Cc1ccccc1)C(=O)NC(Cc1c[nH]c2ccccc12)C(=O)NC(C(=O)NC(CCCCN)C(=O)NC(C(=O)NC(CCC(N)=O)C(=O)NC(CCCNC(=N)N)C(=O)NCC(=O)O)C(C)C)C(C)C (stereo not drawn)	102	115	119	111	98	105	.	105	121
O=C(/C=C/c1ccc(Oc2ccc(Br)cc2)cc1)c1ccc(Br)cc1	98	101	99	96	96	94	91	98	100
Cc1ccc(C(=O)Nc2cccc(C(=O)NC(=S)Nc3ccc(S(N)(=O)=O)cc3)c2)cc1	72	61	80	96	77	116	50	83	85
COc1cc(/C=C/C(=O)/C=C/c2cc3ccc(Cl)cc3n(Cc3ccccc3)c2=O)ccc1O	-83*	14	-46*	-74*	-52*	3.4*	63	13	-47*
CCN(CC)CCN1C(=O)c2cccc3c(C#CCN4C(=O)c5cccc6cccc(c56)C4=O)ccc(c23)C1=O	91	91	101	98	101	100	77	101	106
CC(/C=C/c1ccc(Br)cc1)=N\OCC(=O)Nc1ccccc1	93	103	99	102	98	95	83	93	94
NC(=O)SCC(=O)Nc1cccc(NC(=O)CSC(N)=O)c1	93	91	98	102	97	90	80	94	96
O=C(CCCCCCN1CC(=O)N2[C@@H](c3cccs3)c3[nH]c4ccccc4c3C[C@H]2C1=O)NO	60	101	96	101	82	83	73	78	79
Cc1ccc(NC(=O)C2c3ccccc3-c3ccccc32)cc1	85&76	99&100	57&56	92&101	102&102	97&98	105&80	87&103	108&104
COc1ccc2[nH]cc(C3(c4c[nH]c5ccc(OC)cc45)C(=O)Nc4ccc(Cl)cc43)c2c1	64	41	69	58	15	30	40	82	45
COc1cccc2ncc(C)c(=O)n12	98	96	102	103	108	93	102	106	100
NS(=O)(=O)c1ccc(NCCC(=O)c2ccccc2)cc1	109	101	107	109	105	104	100	106	108
COc1cc(-c2c3c(c(Br)n2Cc2ccccc2)-c2nc(N)sc2CC3)cc(OC)c1OC	69	88	85	96	89	75	74	88	105
CC(=O)N1N=C(c2ccc(C)cc2)CC1c1cn(-c2ccccc2)nc1-c1cccc(Nc2ccnc3cc(Cl)ccc23)c1 (stereo not drawn)	6.9*	74	62	102	72	27	102	83	48
Cc1ccc(C(=O)N2CCN(c3ccc(NC(=O)c4cccs4)cc3)CC2)cc1	97	100	92	99	105	104	86	95	83
Oc1c(C(Nc2ccccc2)c2ccccc2)ccc2cccnc12 (stereo not drawn)	19	33	29	45	33	45	71	47	45

Results, repeating the preview:
SMILES	HCT-116	SF-268	HCT-15	HCC-2998	KM12	SW-620	SNB-75	SNB-19	HT29
CSCCC(NC(=O)C(CCCCN)NC(=O)C(Cc1c[nH]c2ccccc12)NC(=O)C(CCCCN)NC(=O)C(CCCCN)NC(=O)C(CC(C)C)NC(=O)C(CC(C)C)NC(=O)C(CCCCN)NC(=O)C(Cc1c[nH]c2ccccc12)NC(=O)C(CC(C)C)NC(=O)C(CC(=O)O)NC(=O)C(CO)NC(=O)C(Cc1ccccc1)NC(=O)C(NC(=O)C(CCC(=O)O)NC(=O)C(CCC(N)=O)NC(=O)C(CO)NC(=O)C(CC(C)C)NC(=O)C1CCCN1C(=O)C1CCCN1)C(C)O)C(=O)NC(CCCNC(=N)N)C(=O)NC(CCCNC(=N)N)C(=O)NC(CC(N)=O)C(=O)NC(CCC(N)=O)C(=O)NC(Cc1ccccc1)C(=O)NC(Cc1c[nH]c2ccccc12)C(=O)NC(C(=O)NC(CCCCN)C(=O)NC(C(=O)NC(CCC(N)=O)C(=O)NC(CCCNC(=N)N)C(=O)NCC(=O)O)C(C)C)C(C)C (stereo not drawn)	102	115	119	111	98	105	.	105	121
O=C(/C=C/c1ccc(Oc2ccc(Br)cc2)cc1)c1ccc(Br)cc1	98	101	99	96	96	94	91	98	100
Cc1ccc(C(=O)Nc2cccc(C(=O)NC(=S)Nc3ccc(S(N)(=O)=O)cc3)c2)cc1	72	61	80	96	77	116	50	83	85
COc1cc(/C=C/C(=O)/C=C/c2cc3ccc(Cl)cc3n(Cc3ccccc3)c2=O)ccc1O	-83*	14	-46*	-74*	-52*	3.4*	63	13	-47*
CCN(CC)CCN1C(=O)c2cccc3c(C#CCN4C(=O)c5cccc6cccc(c56)C4=O)ccc(c23)C1=O	91	91	101	98	101	100	77	101	106
CC(/C=C/c1ccc(Br)cc1)=N\OCC(=O)Nc1ccccc1	93	103	99	102	98	95	83	93	94
NC(=O)SCC(=O)Nc1cccc(NC(=O)CSC(N)=O)c1	93	91	98	102	97	90	80	94	96
O=C(CCCCCCN1CC(=O)N2[C@@H](c3cccs3)c3[nH]c4ccccc4c3C[C@H]2C1=O)NO	60	101	96	101	82	83	73	78	79
Cc1ccc(NC(=O)C2c3ccccc3-c3ccccc32)cc1	85&76	99&100	57&56	92&101	102&102	97&98	105&80	87&103	108&104
COc1ccc2[nH]cc(C3(c4c[nH]c5ccc(OC)cc45)C(=O)Nc4ccc(Cl)cc43)c2c1	64	41	69	58	15	30	40	82	45
COc1cccc2ncc(C)c(=O)n12	98	96	102	103	108	93	102	106	100
NS(=O)(=O)c1ccc(NCCC(=O)c2ccccc2)cc1	109	101	107	109	105	104	100	106	108
COc1cc(-c2c3c(c(Br)n2Cc2ccccc2)-c2nc(N)sc2CC3)cc(OC)c1OC	69	88	85	96	89	75	74	88	105
CC(=O)N1N=C(c2ccc(C)cc2)CC1c1cn(-c2ccccc2)nc1-c1cccc(Nc2ccnc3cc(Cl)ccc23)c1 (stereo not drawn)	6.9*	74	62	102	72	27	102	83	48
Cc1ccc(C(=O)N2CCN(c3ccc(NC(=O)c4cccs4)cc3)CC2)cc1	97	100	92	99	105	104	86	95	83
Oc1c(C(Nc2ccccc2)c2ccccc2)ccc2cccnc12 (stereo not drawn)	19	33	29	45	33	45	71	47	45
CCCn1c(=S)sc2c(NNC(C)=O)nc(C)nc21	95	111	90	95	97	101	90	92	103
c1ccc2sc(SCCCn3ccnc3)nc2c1	93	98	98	94	98	97	117	94	67
CCCCCCCCCCCCCC(=O)Oc1ccc[nH]c1=O	95	.	86	109	93	101	110	.	92
Cc1cc2c(F)c(Oc3ncnc(Nc4ccc(N5C[C@@H](C)N[C@@H](C)C5)cc4)c3C#N)cc(F)c2[nH]1	.	29	0.3*	84	12	3.6*	-28*	37	-48*
COc1cccc(-c2c(C#N)c(-c3ccco3)nc3c2c(-c2ccccc2)nn3-c2ccccc2)c1	72	105	93	112	105	93	93	97	70
CC(C)(NC(=O)O[C@H]1CCNC1)c1csc(-c2ccc(F)c(O)c2)n1	98	91	97	100	101	100	76	94	101
COc1ccc(C2=C(c3cn(C)c4ccccc34)C(=O)NC2)cc1OC	84	92	87	104	87	97	68	89	106
S=C(c1ccc2c(c1)OCO2)N1CCN(c2ccc(Cl)cc2)CC1	90	103	98	98	111	106	108	103	95
COc1ccc(-c2cc(-c3cc(OC)c(OC)c(OC)c3)c(C#N)c(=O)n2CCCCC(=O)NO)cc1	25	88	38	87	73	48	26	77	78
CN(C)CCN1C(=O)c2cccc3c(-c4ccc(-c5nc6c7ccccc7c7ccccc7c6[nH]5)cc4)ccc(c23)C1=O	65	105	102	104	76	86	117	110	81
CCCCOC(=O)N1CCCCC1C (stereo not drawn)	100	102	103	106	109	108	99	104	96
O=[N+]([O-])c1ccc(OCCN(Cc2ccccc2)Cc2ccccc2)c([N+](=O)[O-])c1	67	86	90	84	85	70	86	88	74
COc1cnc2c(c1)C(=O)c1c-2n(CCCN2CCOCC2)c(=O)c2cc(Cl)ccc12	8.5*	29	44	54	33	21	46	29	8.0*
CSc1nc2c(c(=O)[nH]1)N=C1c3ccccc3C(=O)C1C(c1ccc(F)cc1)N2 (stereo not drawn)	48	65	46	65	42	54	27	62	18
CCOc1ccc(N2C(=O)S/C(=C3/SC(=O)N(c4ccc(OCC)cc4)C3=O)C2=O)cc1	109	96	98	93	99	93	88	93	102
CCN(CC)CCNC(=O)n1cc(-c2ccncc2)c(-c2cc(Cl)cc(OC)c2)n1	85	74	86	113	98	100	48	76	31
COc1ccc(C(c2ccccc2)c2ccc(OC)cc2)cc1	95	105	98	105	102	97	81	108	81
O=C1CC(c2ccc(O)cc2)Oc2cc(O)cc(O)c21 (stereo not drawn)	112&102	106&102	105&103	136&108	110&103	90&110	79&99	100	100&106
O=C(O)c1cn(C2CC2)c2cc(N3CCN(Cc4ccc5ccccc5c4O)CC3)c(F)cc2c1=O	14	57	9.7*	42	42	36	-14*	78	-32*
CSc1ccc(/C(=N/NC(N)=S)c2ccccc2)cc1	16	99	87	105	103	100	97	98	91
O=[N+]([O-])c1nccn1CC(O)CO (stereo not drawn)	112	113	117	121	114	103	94	100	113
O=S(CC(O)(c1ccccc1)c1ccccc1)CC(O)(c1ccccc1)c1ccccc1	87	99	93	102	95	100	83	100	86
CCC(Br)C(Br)CC(Br)C(Br)CC(Br)C(Br)CCCCCCCC(=O)O (stereo not drawn)	97	99	112	108	106	99	91	100	104
C=CCn1c(SCC(=O)Nc2ccc(C(=O)/C=C/c3cc4cc(OC)ccc4nc3Cl)cc2)nnc1-c1ccc(Cl)c(Cl)c1	42	90	93	104	101	98	80	89	93
O=C1Nc2ccccc2Cc2ccccc21	99	101	112	100	103	112	101	107	101
CCS(=O)(=O)CCn1c([N+](=O)[O-])cnc1C	107	114	104	105	107	107	97	125	111
CC(=O)N1c2ccccc2Sc2ccc3ccccc3c21	97	98	100	114	103	101	89	102	105
CCCCCN1C=C/C(=C\C(=O)N(Cc2ccccc2)c2ccc(OC)cc2)c2ccccc21	52	87	104	104	95	74	95	83	55
CCOC(=O)c1ccc(Nc2cc(N)nc(N)n2)cc1	102	112	96	94	104	114	100	107	100
COc1ccc(/C(C)=N/N=C2C(=O)N(Cc3ccccc3)c3ccc(Br)cc32)cc1S(N)(=O)=O	69	84	65	108	75	82	65	83	102
O=C(NCc1ccc2c(c1)OCO2)c1cccc(-c2ccncc2)c1	97	94	98	105	100	104	86	93	102
COc1ccccc1/C=C/C(=O)Nc1ccc(F)cc1	88	100	98	111	91	103	78	100	89
COC(=O)c1ccccc1NN=Nc1ccccc1[N+](=O)[O-]	110&107	100&102	104&94	105&114	100&102	99&106	86&89	105&89	99&104
CC(=O)O[C@H]1CC[C@]2(C)C34OC3C[C@]3(C)[C@@H](C(C)=O)CC[C@H]3[C@]43C=C[C@@]2(C1)C1C(=O)OC(=O)C13 (stereo partly drawn)	92	96	94	79	102	88	88	97	103
COc1cc(/C=C2/Oc3cc4occc4c(OC)c3C2=O)ccc1OCC(=O)Nc1ccccc1	79	90	69	91	53	62	91	90	61
CCCCCN(C(=O)CCl)c1ccccc1	92	97	106	97	106	106	90	103	119
COc1ccc2c(c1)C(=O)/C(=C/c1cccnc1OC)CC2	77	98	85	100	95	110	85	97	91
NC(CC(=O)NO)C(=O)O (stereo not drawn)	101	99	101	115	100	99	87	.	104
CC[C@H](C)[C@H]1NC(=O)[C@@H]([C@H](O)C(C)C)NC(=O)[C@@H](C)N(C)C(=O)[C@H](C)N(C)C(=O)[C@H](CC(C)C)NC(=O)[C@H](CC(C)C)N(C)C(=O)[C@H](C)N(C)C1=O	1.4*	4.6*	1.7*	2.1*	16	5.6*	11	5.2*	3.1*
CC(=O)c1ccc(NC(=O)CSc2nnc(-c3cc(-c4ccccc4)nc4ccccc34)n2-c2ccccc2)cc1	90	100	103	92	93	119	100	91	83
CCN1C(=O)/C(=C/C(=O)OC)S/C1=N\NC(=O)c1cc2ccc1/C=C\c1ccc(cc1)/C=C\2	49	98	68	105	85	8.8*	79	86	45
O=[N+]([O-])c1ccc(NN=C(c2ccccc2)c2ccccc2)nc1	91	103	100	102	94	100	102	93	92
NS(=O)(=O)c1ccc(Nc2nc(N3CCOCC3)c3ccccc3n2)cc1	87	95	97	99	98	103	87	112	75
C#CCCCCCCC[C@@H]1OC(=O)[C@H]([C@@H](C)CC)NC(=O)[C@H]([C@@H](C)CC)NC(=O)CC(=O)[C@@H]1C	93	92	98	106	100	98	76	98	115

Other results follow:
SMILES	HCT-116	SF-268	HCT-15	HCC-2998	KM12	SW-620	SNB-75	SNB-19	HT29
COc1ccc(/C=N\NC(=O)c2cc(-c3ccc(Br)cc3)n(-c3ccc(OC)cc3)n2)cc1	81	93	78	100	75	92	77	83	109
CCOC(=O)c1nn(-c2ccccc2)cc1/C=C1\SC(=S)N(CCc2ccccc2)C1=O	91	100	94	102	98	93	84	89	105
COc1cccc(-c2cnco2)c1OCc1c(C)c(COc2c(OC)cccc2-c2cnco2)c(C)c(COc2c(OC)cccc2-c2cnco2)c1C	.	54	90	99	65	75	13	67	33
Cc1cc(C(N)=O)c2ccccc2n1	107	109	107	129	103	109	98	110	105
Clc1ncnc2c1cnn2-c1ccccc1	97	102	97	103	105	105	101	95	99
Nc1cc(Cl)nnc1Cl	94	100	99	96	107	100	93	88	103
CCOC(=O)C(Cc1ccccc1)n1c(O)c(C=Nc2cc(Cl)ccc2OC)sc1=S (stereo not drawn)	91	86	92	91	80	95	82	98	66
CCc1cn(O)c(C)cc1=N	98	99	109	105	104	104	102	107	102
